# BoNT-F LC inh: BoNT F light chain protease inhibition | Multiplex microsphere protease cleavage assay, flow cytometry | inhibition, % at 10 µM | actives 0.22% (n = 360,000) | AID 588497; in the data active means inhibition above about 35%, passing the limit was not always enough; inconclusive means no clear call, values can overlap the other calls; further: plate controls were buffer without enzyme for full effect and enzyme alone for no effect
# FadD28 FP inh: M. tuberculosis FadD28 bisubstrate binding inhibition | FadD28 bisubstrate probe binding, fluorescence polarization | inhibition, % at 12.5 µM | actives 0.22% (n = 360,000); in the data active means inhibition above about 8.5%, passing the limit was not always enough; inconclusive means no clear call, values can overlap the other calls
# CCHFV vOTU inh: blocks the CCHF virus ovarian tumor domain protease. CCHFV vOTU protease, Pep-AMC fluorescence. inhibition, % at 11.5 µM. actives 0.55% (n = 370,000); further: 0% = vehicle wells with enzyme and 100% = no enzyme wells
# Mtb FBA inh: Mtb fructose-bisphosphate aldolase inhibition. purified M. tuberculosis FBA, fluorescence read-out. actives 2.3% (n = 360,000). inhibition, % at 1 µM; in the data active means inhibition above about 27%;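 further: 0% = vehicle and 100% = reference inhibitor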
# Target sequence (P9WQA3 whole entry, looked up): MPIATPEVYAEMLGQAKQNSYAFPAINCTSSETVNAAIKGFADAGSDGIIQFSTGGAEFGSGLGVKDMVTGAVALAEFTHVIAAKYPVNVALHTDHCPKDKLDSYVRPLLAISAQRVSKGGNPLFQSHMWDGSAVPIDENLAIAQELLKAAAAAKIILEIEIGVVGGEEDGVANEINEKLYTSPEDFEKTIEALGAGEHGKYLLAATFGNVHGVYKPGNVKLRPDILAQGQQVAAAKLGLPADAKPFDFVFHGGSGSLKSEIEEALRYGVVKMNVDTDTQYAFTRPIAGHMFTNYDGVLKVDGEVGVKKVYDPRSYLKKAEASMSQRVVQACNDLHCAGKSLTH
# PrPC surface inh: reduces human prion protein on the cell surface; P04156; cell surface PrPC, TR-FRET read-out; inhibition, % at 13.8 µM; actives 0.43% (n = 370,000); AID 720596; in the data active means inhibition above about 24%; further: 0% = median of the test wells and 100% = reference compound wells
# Mtb UGM inh: Mtb UDP-galactopyranose mutase inhibition; AID 504406; actives 0.06% (n = 320,000); purified UGM, fluorescence polarization probe displacement; P9WIQ1; inhibition, % at 10 µM; in the data active means inhibition above about 10%, passing the limit was not always enough; inconclusive means no clear call, values can overlap the other calls
# Target sequence (P9WIQ1 whole entry, looked up): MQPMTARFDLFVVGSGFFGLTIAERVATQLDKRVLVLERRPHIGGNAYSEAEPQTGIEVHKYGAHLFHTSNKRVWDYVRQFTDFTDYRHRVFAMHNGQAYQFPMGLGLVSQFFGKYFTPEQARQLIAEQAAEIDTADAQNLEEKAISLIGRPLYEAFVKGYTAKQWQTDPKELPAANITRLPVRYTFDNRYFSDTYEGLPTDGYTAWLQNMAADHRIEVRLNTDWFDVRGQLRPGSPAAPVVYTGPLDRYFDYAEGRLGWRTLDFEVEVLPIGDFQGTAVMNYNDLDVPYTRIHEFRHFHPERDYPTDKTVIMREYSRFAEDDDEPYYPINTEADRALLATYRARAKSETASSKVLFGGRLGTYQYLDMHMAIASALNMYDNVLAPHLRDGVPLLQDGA
# BoNT-A LC inh2: inhibitors of Botulinum neurotoxin A light chain protease; multiplex microsphere protease substrate cleavage, flow cytometry; inhibition, % at 10 µM; actives 0.17% (n = 360,000); in the data active means inhibition above about 30%; inconclusive means no clear call, values can overlap the other calls; further: plate controls were buffer without enzyme for full effect and enzyme alone for no effect
# GDH-TPI counter: inhibits GDH-TPI coupling enzymes, artifact for Mtb FBA screen | GDH-TPI coupled enzyme counterscreen, NADH absorbance | actives 1.2% (n = 360,000) | AID 588335 | inhibition, % at 4.8 µM;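 further: 0% = DMSO wells and 100% = wells lacking the enzyme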
# Mtb BioA inh: blocks M. tuberculosis BioA enzyme activity | purified M. tuberculosis BioA enzyme, plate reader | actives 0.096% (n = 360,000) | inhibition, % at 9.99 µM; in the data active means inhibition above about 40%; inconclusive means no clear call, values can overlap the other calls
# Numbers without * were called inactive; ? = inconclusive; · = no result given; & = joins results of further samples. Unless noted, no stated cut-off is given here; in the data, active means inhibition above about 30%; inactive means the rest. Rows were taken by chance; about 4.8% have a hit in one of these screens.
# The line under a structure holds: BoNT-F LC inh	FadD28 FP inh	CCHFV vOTU inh	Mtb FBA inh	PrPC surface inh	Mtb UGM inh	BoNT-A LC inh2	GDH-TPI counter	Mtb BioA inh
O=C(CSc1nnc(-c2ccccc2F)n1CCc1ccccc1)Nc1ccc2[nH]c(=O)[nH]c2c1
→ -3	-2.7	-4	-3	0	2.9	0.1	-3	·
C(=C\c1cc(/C=C/c2ccccc2)ncn1)/c1ccccc1
→ 21	1.7	-7	9	-3	-0.7	-0.2	16	0.3
COc1ccc(-c2cc(C(=O)Nc3cc(C)on3)no2)cc1
→ -4	0.8	-5	·	1	0.6	-0.4	·	-2.4
CCN1C(=O)/C(=C/C=C2/Sc3ccc4ccccc4c3N2CCO)SC1=S
→ 36*	-0.2	4	1	0	1.7	63*	2	-2.6
C#CCOCCOCCOCCNc1nc(N2CCN(C(=O)[C@H]([C@@H](C)CC)n3cc([C@@H](N)Cc4ccc(O)cc4)nn3)CC2)nc(N2CCN(C(=O)[C@H](CCCCN)n3cc([C@@H](N)C(C)CC)nn3)CC2)n1 (some centres not stated)
→ -37	-1.0	·	0	·	-1.9	0.0	2	0.8
Cc1cc(C)nc(N2CCCC(C(=O)NC3CC3)C2)n1 (configuration not stated)
→ 1	-1.8	-8	4	4	1.4	0.8	11	-0.9
CCN1CCN(c2ccc(S(=O)(=O)N3CCOCC3)cc2NC(=O)c2ccc(Cl)s2)CC1
→ -24	-0.6	-14	0	-7	-0.8	-1.7	5	-0.5
O=C(Nc1ccc(Cl)c([N+](=O)[O-])c1)c1cnccn1
→ -14	0.0	11	0	-15	·	-0.4	10	·
COCC(=O)NC(c1ccccc1)c1ccccc1
→ -20	-2.2	2	-2	5	2.8	-1.0	-5	-2.6
O=C(CSc1nc2ccccc2o1)N1c2ccccc2Sc2ccc(C(F)(F)F)cc21
→ -11	-0.8	2	-2	-5	0.6	-0.2	7	·
Cc1cc(C)cc(Nc2cc(=O)n(C3CCCCC3)c(=O)[nH]2)c1
→ -2	-1.0	0	3	2	-1.8	-0.4	1	0.2
COc1ccc(C(=O)Nc2ccc3oc(Cc4ccc(Cl)cc4)nc3c2)cc1OC
→ -9	-5.2	-9	0	1	-1.4	0.3	5	0.3
Cc1cccc(NC(=O)Oc2ccc(Cl)c3cccnc23)c1
→ -9	-2.7	-8	-4	2	·	-0.2	7	0.8
CSc1nsc(SC)c1C(N)=O
→ ?	-1.0	-1	-3	2	1.6	-8.2	6	·
COc1ccc(OCCCC(=O)Nc2ccc(N3CCOCC3)cc2)cc1
→ -20	-0.8	-17	4	-9	-1.5	0.5	6	-3.0
Cc1cc(SCC(=O)N2CCCC2=O)nc2c(C)cccc12
→ -11	3.8	-5	4	14	3.5	-0.3	9	-0.5
O=c1[nH]ncc(N2CCCCC2)c1Cl
→ -1	-6.9	-4	-4	1	0.5	-0.2	7	·
O=C1/C(=C/c2ccc([N+](=O)[O-])cc2)C=C(c2ccccc2)N1c1ccccc1
→ 1	-1.3	-14	5	-5	-0.1	0.9	9	-0.5
O=C1NC(=O)C(c2ccccc2)(c2ccc(Cl)cc2Cl)N1 (configuration not stated)
→ 0	0.5	-2	5	4	·	1.0	9	-3.9
CCOc1ccc(-n2c(SC(C)C(=O)OC)nc3c(c2=O)SCC3)cc1 (configuration not stated)
→ -4	-4.2	-6	-1	-14	0.5	-0.5	18	17
CC(C)(C)c1ccc(C(=O)NCCC(=O)N2CCN(c3ncccn3)CC2)cc1
→ 4	-1.8	-4	-1	-4	1.5	-0.4	-1	·
CSCCC(NS(=O)(=O)c1ccc(Cl)cc1)C(=O)OCC(=O)N1CCOCC1 (configuration not stated)
→ -15	0.8	-11	2	3	-1.1	0.3	7	4.2
CCCN1CCc2c(sc(NC(=O)c3ccc(S(=O)(=O)N(C)c4ccccc4)cc3)c2C(N)=O)C1
→ 7	-3.7	·	-5	·	-2.3	1.5	9	-1.5
CCN(CC(=O)NCc1ccc(F)cc1)C(=O)c1ccc(Cl)cc1
→ -14	-2.3	-5	2	0	0.5	-2.0	-5	0.8
Cn1nc(-c2ccccn2)nc2c(=O)n(C)c(=O)nc1-2
→ 10	1.5	102*	-22	5	-1.2	1.2	-18	-3.3
Cc1ccccc1C(=O)Nc1nnc([C@@H]2C[C@H](O)[C@@H](CO)O2)s1
→ -4	-0.2	-15	-1	6	·	-0.4	4	-1.1
CN(c1ccc(C(=O)N2CCOCC2)cc1)S(=O)(=O)c1cccs1
→ 7	0.4	1	0	5	-2.0	0.0	-3	-0.3
COc1ccc(C(=O)C2CCCN(Cc3cccn3-c3ccccn3)C2)cc1F (configuration not stated)
→ -3	-0.1	10	0	-3	-0.8	0.1	4	3.0
Cc1ccc(C)c(OCc2cc(C(=O)NC(C)c3cnn(C)c3)no2)c1 (configuration not stated)
→ 5	2.2	-5	0	8	-1.7	1.9	2	1.2
COc1ccc(C(=O)Nc2cnn(Cc3c(F)cccc3Cl)c2)cc1OC
→ -12	-2.3	-9	1	15	1.9	-0.3	4	-0.5
COc1ccc(/C=N/NC(=O)c2ccc3c(c2)OCO3)cc1
→ -14	-2.0	1	-6	7	-1.3	-0.6	20	-1.8
Cc1ccc(NC(=S)N2CCC(C(N)=O)(N3CCCCC3)CC2)c(C)c1
→ -2	-1.8	7	-4	-3	2.8	-2.1	11	1.6
CCCCc1nnc(SC(C)C(=O)Nc2nccs2)n1C (configuration not stated)
→ 2	-2.8	-6	-1	-3	-0.5	2.0	0	0.6
C/C(=N\NC(=O)c1ccn(C)n1)c1ccc(NC(=O)C2CCCC2)cc1
→ -2	-1.2	3	0	-7	0.0	-1.0	-4	2.3
CN(Cc1ccccc1)c1c([N+](=O)[O-])c(=O)n(C)c2ccccc12
→ ?	-4.4	-4	3	1	2.3	0.9	17	·
CC(C)C#Cc1ccc2c(c1)O[C@@H](CN(C)C(=O)c1cnccn1)[C@@H](C)CN([C@@H](C)CO)S2(=O)=O
→ -2	-0.2	1	-1	9	·	0.0	13	-1.8&-0.2&0.5
COc1ccc(N2CCN(C(=O)CSc3nnc(Cn4nnc5ccccc54)n3C)CC2)cc1
→ -21	-2.3	10	-6	7	0.7	-1.9	-8	0.8
CC(C)C[C@@H](C(=O)NC1CCN(Cc2ccccc2)CC1)N1C(=O)N2CCc3c([nH]c4ccccc34)[C@@]2(C)C1=O
→ 8	-0.4	1	3	-11	0.3	-0.2	-6	0.0
CCCCCC(=O)N/N=C/c1cc(Br)c(O)c(OC)c1
→ -2	-0.8	-2	6	-2	-0.7	-0.5	29	·
Cc1c(Cl)c([N+](=O)[O-])nn1CCCC(=O)Nc1cc(Oc2ccccc2)cc([N+](=O)[O-])c1
→ -24	-3.1	2	1	-3	-0.6	-1.1	-2	0.2
COc1ccc(C(C)=O)cc1COC(=O)c1cc2ccccc2cc1O
→ -10	0.2	-2	1	2	0.6	-2.7	6	0.0
COC(=O)c1ccc(C(C(=O)NC2CCCCC2)N(Cc2ccc(F)cc2)C(=O)Cc2cccs2)cc1 (configuration not stated)
→ -1	-1.6	-2	4	-3	0.3	1.6	6	-0.1
COc1ccc(C(=O)Nc2nnc(S(=O)(=O)Cc3ccccc3)s2)cc1
→ 3	-0.8	5	3	-3	1.1	0.0	10	·
CCCN(C(=O)c1ccco1)c1nnc(-c2cccc(C)c2)s1
→ -6	-1.1	4	3	1	1.9	-0.8	7	·
Cc1ccc(-c2ccc(=O)n(CCC(=O)N3CCN(c4cccc(C)c4)C(C)C3)n2)cc1 (configuration not stated)
→ 2	-1.4	18	3	-15	1.1	-3.4	-2	2.9
CCOC(=O)c1cnc2cc(C)ccn2c1=O
→ -1	-2.5	-81	124*	-2	-2.2	0.4	31*	·
CN(C)c1ccc(/C=C/C=C/c2sc3ccccc3[n+]2C)cc1
→ ·	-4.3	-11	-4	-52	2.3	·	6	-0.2
Cc1ccc(C)c(NC(=O)C(c2ccccc2)N2CCN(CC(=O)N3CCOCC3)CC2)c1 (configuration not stated)
→ -6	-1.4	-5	3	-8	-1.8	-0.6	-4	0.3
COCOc1cccc(CN2CCC2(C)C(=O)Nc2ccc(OC)c(OC)c2)c1 (configuration not stated)
→ -4	-1.6	2	-1	-5	·	0.0	-12	0.0
O=C(NN1CCOCC1)c1ccc([N+](=O)[O-])cc1
→ -15	-4.9	-1	0	-22	0.3	2.8	2	2.2
Cc1nc2ccccn2c1-c1ccnc(SCc2ccc(Cl)cc2)n1
→ ·	-1.1	-21	4	5	0.2	·	13	1.1
CN(C)CCNc1ccc(-c2nn(C)c(=O)c3ccccc23)cc1[N+](=O)[O-]
→ 0	-2.2	2	-8	-31	-0.7	0.2	10	·
COC(=O)C1=C(c2cc3ccccc3s2)C[C@@H]2CC[C@H]1N2C(=O)NCCO
→ -8	-1.2	-1	0	-2	0.8	-1.1	6	-0.2
Cc1ccc(S(=O)(=O)N2CCOCC2)cc1NC(=O)COC(=O)c1cc[n+]([O-])cc1
→ -1	-2.5	-1	-2	4	1.7	-0.2	-4	0.4
CCCn1c(C(C)Nc2nc(-c3ccc(C)cc3)cs2)nc2cc(Cl)c(Cl)cc21 (configuration not stated)
→ 3	-5.3	23	-4	3	-0.2	-0.8	1	-2.4
O=S(=O)(N/N=C\c1c(F)cccc1Cl)c1ccc(Cl)cc1
→ 7	-1.4	6	1	5	3.4	1.0	0	-0.3
CCOC(=O)c1nnn(-c2nonc2N)c1CSc1ccccc1
→ 4	-2.7	9	-1	-8	0.4	0.7	-8	4.3
CN(C(=O)c1ccc(NC(=O)Cc2ccc(NC(=O)C3CCCN(C(=O)C4CC4)C3)cc2)cc1)C1CCCC1 (configuration not stated)
→ 1	-1.6	-8	-1	0	·	0.0	-7	-0.7
CCS(=O)(=O)N1Cc2ccccc2CC1C(=O)N(C)CC(=O)Nc1ccc(F)c(F)c1F (configuration not stated)
→ -6	-1.6	0	1	2	-1.0	-4.1	-6	-1.0
C=CCC[C@H](Cc1ccc(F)cc1)C(=O)OC[C@H](Cc1c[nH]c2ccccc12)NC(=O)[C@@H](CC=C)CC(=O)N[C@@H](CO)Cc1ccccc1
→ 1	-0.6	4	0	-3	-1.1	0.9	1	-0.8

# Other results follow.
# The line under a structure holds: BoNT-F LC inh	FadD28 FP inh	CCHFV vOTU inh	Mtb FBA inh	PrPC surface inh	Mtb UGM inh	BoNT-A LC inh2	GDH-TPI counter	Mtb BioA inh
COc1ccccc1C(=O)N1CCN(C2CCN(Cc3ccccc3)CC2)CC1
→ -7	0.1	-8	6	-6	1.2	-0.7	4	-0.9
O=C(Cn1cnc2c(nnn2-c2ccccc2)c1=O)N1CCCc2ccccc21
→ -3	-2.2	-5	6	0	2.3	-0.1	-1	-0.2
Cc1cccc(NC(=O)C(CC(C)C)NC(=O)C2CCC(C)CC2)n1 (configuration not stated)
→ -9	-1.1	-10	-2	0	-5.2	0.1	3	·
Cc1nc(C)c(-c2csc(Nc3cccc(O)c3)n2)s1
→ -9	1.4	12	-1	-9	0.9	-1.6	-3	·
Cc1ccc2oc(C(=O)N(Cc3ccc(N(C)C)cc3)CC3CCCO3)c(C)c2c1 (configuration not stated)
→ -4	-1.4	9	-5	-1	-3.4	1.5	-7	-1.3
COc1cc2c(cc1OC)C(c1cccc([N+](=O)[O-])c1)N(C(=O)c1ccc(F)cc1)CC2 (configuration not stated)
→ -3	-2.4	1	7	-7	-0.5	0.8	8	3.5

# Results in CCHFV vOTU inh, Mtb BioA inh and PrPC surface inh, for two of the compounds above:
mol	CCHFV vOTU inh	Mtb BioA inh	PrPC surface inh
Cc1nc(C)c(-c2csc(Nc3cccc(O)c3)n2)s1	12	·	-9
Cc1ccc2oc(C(=O)N(Cc3ccc(N(C)C)cc3)CC3CCCO3)c(C)c2c1 (configuration not stated)	9	-1.3	-1

# Compounds above that have a furan ring, fused or not, in the order listed:
# The line under a structure holds: BoNT-F LC inh	FadD28 FP inh	CCHFV vOTU inh	Mtb FBA inh	PrPC surface inh	Mtb UGM inh	BoNT-A LC inh2	GDH-TPI counter	Mtb BioA inh
CCCN(C(=O)c1ccco1)c1nnc(-c2cccc(C)c2)s1
→ -6	-1.1	4	3	1	1.9	-0.8	7	·
Cc1ccc2oc(C(=O)N(Cc3ccc(N(C)C)cc3)CC3CCCO3)c(C)c2c1 (configuration not stated)
→ -4	-1.4	9	-5	-1	-3.4	1.5	-7	-1.3
